SENP8 block-1 = SENP8 protease inhibitors, primary screen, biochemical, luminescence; Sentrin-specific protease 8 (Homo sapiens), Q96LD8; purified SENP8, Z-RLRGG-aminoluciferin cleavage; inhibition, % at 10 µM; hit rate 1.2% among 330,000; AID 2540, 2010; in the data active = inhibition above about 50%
Target sequence (Q96LD8 whole entry, looked up): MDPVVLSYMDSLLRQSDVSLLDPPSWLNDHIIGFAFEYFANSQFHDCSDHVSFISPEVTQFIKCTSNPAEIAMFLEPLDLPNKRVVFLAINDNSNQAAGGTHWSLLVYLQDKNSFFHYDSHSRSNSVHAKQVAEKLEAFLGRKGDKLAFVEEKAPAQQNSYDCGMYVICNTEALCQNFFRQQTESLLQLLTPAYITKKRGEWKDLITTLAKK
HKDC1 inh = HKDC1 hexokinase inhibitors, primary screen, biochemical, fluorescence, uHTS | inhibition, % at 20 µM | hit rate 0.16% among 340,000 | recombinant HKDC1, G6PDH/diaphorase resazurin coupled fluorescence | AID 493160, 2011 | Q2TB90;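 active = inhibition above about 35% when tested at 20 µM, limit read from the data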;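 also: plate controls were DMSO wells with enzyme for no effect and DMSO wells lacking enzyme for full effect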
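Test system: recombinant HKDC1 (HK5) hexokinase enzyme, produced in-house; Amount: enzyme 5 µg/mL final; Buffer or medium: Tris pH 8.0 buffer with MgCl2, Tween-20, BSA, BME; Reagent: glucose and ATP substrates; Doses: 20 µM test compound, 1% DMSO; Incubation: 90 min reaction incubation at room temperature, dark; Detection: resorufin fluorescence at 613 nm.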
SENP1 FRET inh = human SENP1 catalytic domain inhibitors, primary screen, biochemical, FRET, uHTS. Sentrin-specific protease 1 (Homo sapiens), Q9P0U3. recombinant SENP1 catalytic domain, CyPet-SUMO1-YPet FRET cleavage. inhibition, % at 10 µM. hit rate 0.21% among 360,000. AID 624204, 2012;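 active = inhibition at least 30% at 10 µM, raw YFP signal under a set limit, fluorescence ratio 0.5 to 1.5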;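 also: 0% = enzyme with DMSO and 100% = no enzyme wells; some results filed as inactive read as strong as hits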
Target sequence (Q9P0U3 419-644 limits assumed): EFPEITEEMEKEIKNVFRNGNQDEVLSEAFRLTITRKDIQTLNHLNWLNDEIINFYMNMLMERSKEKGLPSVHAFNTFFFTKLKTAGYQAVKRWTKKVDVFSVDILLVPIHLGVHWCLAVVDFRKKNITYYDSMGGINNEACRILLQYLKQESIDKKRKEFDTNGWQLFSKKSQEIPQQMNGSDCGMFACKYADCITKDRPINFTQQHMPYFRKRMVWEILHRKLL
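System: Recombinant human SENP1 catalytic domain, His6-tagged | Incubation: Enzyme reaction for 50 min at room temperature, dark | Medium: Tris pH 8 with BME, BSA, NP40 and catalase | Also added: 25 nM SUMO1 FRET substrate | Compound: 10 µM single point, 0.5% DMSO | Measured by: FRET fluorescence in CFP and YFP emission channels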
SENP6 inh = SENP6 protease inhibitors, primary screen, biochemical, luminescence, uHTS; hit rate 1.8% among 330,000; Sentrin-specific protease 6 (Homo sapiens), Q9GZR1; AID 2599, 2010; inhibition, % at 10 µM; Recombinant SENP6 catalytic domain, aminoluciferin luminescence;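 active = inhibition above about 50% at the single tested dose, limit read from the data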;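 also: plate controls were DMSO wells with enzyme for no effect and DMSO wells lacking enzyme for full effect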
SENP8 block-2 = human SENP8 protease inhibitors, primary screen, biochemical, fluorescence, Nedd8 protein substrate, uHTS; Sentrin-specific protease 8 (Homo sapiens), Q96LD8; recombinant SENP8; inhibition, % at 20 µM; hit rate 0.64% among 360,000; AID 602440, 2012; in the data active = inhibition mostly above about 40%, no sharp cut-off; inactive = mostly below about 27%
NLRP3 yeast inh = NALP3 inflammasome inhibitors in reconstituted yeast, primary screen, luminescence, uHTS; hit rate 0.39% among 330,000; inhibition, % at 10 µM; Yeast reconstituted NLRP3/ASC/caspase-1, beta-gal luminescence, 24 h;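 active = inhibition of 50% or more; inactive = inhibition below 50%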;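 also: plate controls were induced DMSO wells for no effect and uninduced yeast grown without galactose for full effect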
PfG6PD inh = PfG6PD enzyme inhibitors, primary screen, biochemical, fluorescence intensity, uHTS. inhibition, % at 20 µM. AID 504690, 2011. glucose-6-phosphate dehydrogenase-6-phosphogluconolactonase (Plasmodium falciparum 3D7). hit rate 0.78% among 350,000. PfGluPho enzyme, NADPH resazurin-diaphorase fluorescence;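 active = inhibition reaching at least a set limit at 20 µM in the primary screen, cut at about 59% in these data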;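 also: 0% = DMSO wells with substrate and 100% = DMSO wells lacking glucose-6-phosphate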
Apaf-1 inh = inhibitors of human Apaf-1 apoptosome, primary screen, biochemical, DEVD-Rh110 fluorescence, uHTS; inhibition, % at 20 µM; hit rate 0.71% among 330,000; Apoptotic protease-activating factor 1 (Homo sapiens), O14727; reconstituted apoptosome caspase-3 activity; active = inhibition of at least 40% at 20 µM;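 also: plate controls were DMSO wells for no effect and DEVD-CHO caspase inhibitor wells for full effect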
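Material: reconstituted apoptosome with Apaf-1, cytochrome c, caspase-9, procaspase-3, dATP; medium: pH 7.5 Hepes buffer with CHAPS, BSA, DTT; also added: cytochrome c and DEVD-Rh110 substrate; timing: 30 min plus 50 min, RT; signal: Rh110 fluorescence intensity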
SENP7 inh = SENP7 protease inhibitors, primary screen, biochemical, luminescence, uHTS; recombinant SENP7, Z-RLRGG-aminoluciferin luminescence, 40 min; inhibition, % at 5 µM; hit rate 1.5% among 330,000;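 active = inhibition above about 50% at the single test dose, limit read from the data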;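 also: plate controls were DMSO with enzyme for no effect and no enzyme buffer wells for full effect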
Target sequence (Q9BQF6 706-1050 limits assumed): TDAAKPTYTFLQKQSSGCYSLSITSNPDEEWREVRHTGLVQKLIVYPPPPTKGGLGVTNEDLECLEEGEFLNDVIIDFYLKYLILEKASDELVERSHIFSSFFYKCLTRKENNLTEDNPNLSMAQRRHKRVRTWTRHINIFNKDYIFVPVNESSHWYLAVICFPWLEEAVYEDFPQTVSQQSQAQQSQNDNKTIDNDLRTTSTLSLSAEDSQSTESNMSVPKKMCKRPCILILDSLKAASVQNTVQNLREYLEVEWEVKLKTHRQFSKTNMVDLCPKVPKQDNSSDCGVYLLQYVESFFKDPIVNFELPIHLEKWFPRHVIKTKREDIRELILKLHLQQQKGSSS
* = called active by the depositor; nt = no result given; & = joins results of further samples. These rows are one share of the data. The share of hits here may be higher or lower than overall.

Values in the order – SENP1 FRET inh | SENP7 inh | SENP8 block-1 | SENP8 block-2 | PfG6PD inh | SENP6 inh | HKDC1 inh | NLRP3 yeast inh | Apaf-1 inh
COc1ccc(Cn2c(O)c(/C=N/NC(=O)c3ccccc3O)c(=O)[nH]c2=O)cc1
  -47 | 13 | -1 | -276 | -31 | 26 | -14 | -2 | -7
CC(=O)O[C@H]1C[C@@H]2OC3C=C(C)CCC3(C)[C@@]1(C)[C@@]21CO1 (stereo partly drawn)
  1 | nt | nt | 21 | -12 | nt | -2 | nt | nt
CC(C)c1ccc(N2C(=O)NC(=O)/C(=C\C=C\c3ccco3)C2=O)cc1
  nt | 8 | 8 | nt | 11 | 0 | 14 | 10 | 15
CCN(CC)C(=O)c1ccc(NC(=O)c2cccc(F)c2)cc1
  2 | 65* | 35 | 12 | 1 | 62* | -6 | 0 | -3
C#CC(CC)(CC)NC(=O)Nc1ccc(OCC)cc1
  3 | 6 | 6 | -5 | -7 | -1 | -10 | 18 | 6
C=CCNC(=S)Nc1ccc(OC(=O)Nc2ccc(Cl)c(Cl)c2)cc1
  3 | nt | nt | 18 | -2 | nt | 1 | nt | nt
Cn1c(O)c(C(=O)c2ccccc2)c(=O)n(C)c1=O
  2 | 12 | -2 | 13 | 0 | 7 | -4 | 13 | -3
COc1cc(C)c(CNCCc2c[nH]c3ccccc23)cc1C
  -2 | 3 | 3 | 19 | -13 | -15 | 2 | 15 | 8
C[C@]12C=CC(=O)C=C1C=C[C@@H]1C2CC[C@]2(C)C(=O)CCC12 (stereo partly drawn)
  -7 | -3 | -1 | 7 | 2 | -1 | 0 | 25 | -5
CCCC(C)C(=O)NC1CCSC1=O (stereo not drawn)
  8 | 1 | 0 | 5 | -7 | 8 | -10 | -13 | 1
CCOC(=O)C1(c2ccccc2)Oc2ccccc2C(c2ccc(OC)cc2)=C1C(=O)OC (stereo not drawn)
  0 | -7 | nt | 0 | 20 | nt | 0 | nt | 23
C[C@]12CC[C@H](O)CC1=CCC1C2CC[C@@]2(C)C1C[C@@H]1CC(=O)O[C@@H]12 (stereo partly drawn)
  -1 | -4 | 0 | 6 | -10 | -15 | -1 | 44 | -3
Cc1nn(Cc2ccccc2)c(Cl)c1C(=O)O
  0 | -6 | -2 | 8 | 5 | -12 | -9 | 13 | 8
CN1CCN(Cc2cc3c(cc2[N+](=O)[O-])OCO3)CC1
  -6 | -2 | 1 | -18 | 30 | 1 | 2 | 23 | -16
O=C(O)C1C2c3ccccc3C(O)C1(C(=O)O)c1ccccc12 (stereo not drawn)
  2 | nt | nt | 1 | 20 | nt | -4 | nt | nt
COc1cc(OC)c(OC)cc1CN1CCN(C(=O)Cc2ccccc2)CC1
  3 | -12 | -16 | 13 | 8 | -22 | -5 | 6 | 14
Cc1ccc(CN2CCN(CC(=O)N3CCC4(CC3)OCCO4)C2=O)cc1
  1 | -11 | -7 | 19 | -2 | -15 | -8 | 5 | 4
C=CCn1c(O)c(C(C)=NCCc2c[nH]c3ccccc23)c(=O)[nH]c1=O
  2 | 9 | -9 | 21 | 6 | 13 | -6 | 20 | -5
CC12CN3CCN(CC(C3)/C1=N/NC(N)=O)C2
  2 | 0 | 9 | -1 | 2 | 14 | -7 | 13 | -11
COC(=O)C1=C(c2ccc(OC)c(OC)c2)C[C@@H]2CC[C@H]1N2C(=O)NCCNC(C)=O
  2 | -7 | -3 | 16 | -8 | -26 | -5 | 5 | 5
CCc1ccccc1N1C(=O)CC(=O)NC1=O
  -2 | -11 | 8 | 7 | 4 | -6 | -5 | 13 | -12
CC1CC2(O)c3no[n+]([O-])c3CCC2N1O (stereo not drawn)
  2 | 5 | -1 | 12 | -1 | -3 | -7 | 12 | -6
NC(=O)Cn1cc(C(=O)c2ccccc2)c2ccccc21
  1 | -4 | -1 | -1 | 16 | -5 | -5 | 7 | 12
CCCC1(CCO)C(=O)NC(=S)NC1=O
  3 | nt | nt | 16 | -25 | nt | 10 | nt | nt
CC(=NCCN1CCCCC1)c1c(O)n(-c2ccc(Cl)cc2)c(=O)[nH]c1=O
  -12 | -4 | -15 | 13 | -4 | -28 | 0 | 11 | -4
Fc1ccccc1CNC1CN2CCC1CC2 (stereo not drawn)
  1 | 13 | 5 | 24 | 6 | -1 | -3 | 12 | -23
C=CCn1c(O)c(C(C)=Nc2ccc(NC(C)=O)cc2)c(=O)[nH]c1=O
  -1 | -1 | 5 | 19 | -2 | -4 | 4 | 12 | -8
O=C(Nc1ccc(Cl)cc1)OC1CN2CCC1CC2 (stereo not drawn)
  3 | 5 | 4 | 4 | -4 | -14 | -1 | 3 | -30
C=Cc1ccc(Cn2c(C(=O)O)c(C=O)c3ccccc32)cc1
  9 | -8 | -5 | -1 | -6 | -10 | 4 | 17 | 14
COC(=O)C(O)(c1ccc(NC(=S)NC(=O)c2ccc(Cl)cc2Cl)c(C)c1)C(F)(F)F (stereo not drawn)
  4 | -6 | -12 | 8 | 15 | -6 | -2 | 18 | 9

(continued)
Values in the order – SENP1 FRET inh | SENP7 inh | SENP8 block-1 | SENP8 block-2 | PfG6PD inh | SENP6 inh | HKDC1 inh | NLRP3 yeast inh | Apaf-1 inh
CS(=O)(=O)N1Cc2cnnn2-c2ccccc2C1C#N (stereo not drawn)
  2 | nt | nt | -6 | -13 | nt | -1 | nt | nt
CC1=CC(=O)C2=C(C)C[C@H](O)[C@@H]3[C@H](OC(=O)[C@H]3C)[C@@H]12
  0 | -1 | 10 | 16 | -19 | -6 | -2 | -3 | -5
CCOC(=O)C1=C(N)OC2=C(C(=O)CCC2)[C@]12C(=O)N(CC(N)=O)c1ccccc12
  2 | -3 | 4 | 25 | -8 | -16 | -1 | -10 | -22
Cc1ccc(S(=O)(=O)N(C)c2ccc(C(=O)NCC3(N(C)C)CCCCC3)cc2)cc1
  0 | 2 | -8 | 10 | 1 | -18 | 0 | 2 | 9
C#CCOc1ccc2c(c1)c(C(C)=O)c(C)n2Cc1ccccc1
  -2 | -5 | 2 | 6 | 7 | -8 | 9 | -4 | -3
CCN(CC)CCCN=Cc1c(O)n(-c2ccccc2F)c(=O)[nH]c1=O
  2 | 2 | -10 | -7 | -14 | -29 | -2 | 5 | 4
CN1CCN(c2nc(N(C)C)oc(=O)c2C#N)CC1
  0 | 0 | -3 | 10 | 0 | -9 | -6 | -12 | -5
CCOC(=O)[C@]12Cc3cc(OC)ccc3[C@H]1N(Cc1ccccc1)C(=O)c1cc(F)c(F)cc12
  -1 | nt | nt | 8 | 20 | nt | -1 | nt | nt
O=C1CN=C(c2ccccc2)c2cc([N+](=O)[O-])ccc2N1
  -1 | 3 | 4 | 8 | -12 | -9 | -1 | 7 | -10
CC(=O)OCC[N+](C)(C)C
  2&0&1 | -3&1 | -2&2 | 13&-1&4 | -9&-13&-22 | -14&-14 | -2&4&-7 | 18&11 | 3&-11
CC(C)(C)NC(=S)N1CCn2cccc2C1c1cccnc1 (stereo not drawn)
  -4 | 7 | 5 | 18 | 10 | 19 | -4 | 14 | -2
CN1CCC(O)(c2ccc(Cl)cc2)C(C(=O)c2ccc(Cl)cc2)C1 (stereo not drawn)
  0 | -8 | 3 | 23 | 10 | -5 | 0 | 5 | 3
CNC(=O)Nc1ccc(C(=O)N/N=C\C23CC[C@@H](O)CC2(O)CC[C@@H]2[C@@H]3CCC3(C)C(C4=CC(=O)OC4)CCC23O)cc1 (stereo partly drawn)
  1 | -4 | -7 | 19 | -12 | -20 | 7 | 12 | -25
CCCCCCn1c(O)c(C=NC2CCCCC2N)c(=O)[nH]c1=O (stereo not drawn)
  nt | 14 | 9 | nt | -11 | -4 | 2 | -19 | 27
COC(=O)C1=C(c2ccc(C(C)=O)cc2)C[C@@H]2CC[C@H]1N2C(=O)NCCOc1ccccc1Cl
  2 | -4 | 6 | 1 | -4 | 6 | -6 | 12 | 11
C=CCN(CC=C)C(=O)Nc1ccc(OCC)cc1
  0 | -1 | -9 | 22 | -22 | -8 | -3 | 7 | 8
Cc1ccc(-c2ccc(=O)n(CCC(=O)N3CCC4(CC3)OCCO4)n2)cc1
  1 | 3 | 2 | -8 | -8 | -10 | 2 | 8 | -49
Cc1ccc2c(c1)CC1(CN2C)C(=O)NC(=O)N(c2cccc(C)c2C)C1=O (stereo not drawn)
  -39 | 7 | -2 | 9 | 2 | 4 | 6 | 12 | 10
O=c1[nH]c(=O)n(CC2CCCO2)c(O)c1/C=C1\C=Nc2ccccc21 (stereo not drawn)
  8&-18 | -1&-2 | -1&-10 | 20&8 | -8&-10 | -8&-7 | 4&17 | 8&1 | -4&6
NP(=O)(OCC(F)(F)F)Oc1ccc(Cl)cc1 (stereo not drawn)
  3 | 2 | -15 | 17 | -15 | -12 | -9 | 30 | -12
O=C(Nc1cccc2ccccc12)c1nn(C23CC4CC(CC(C4)C2)C3)cc1Br
  0 | -2 | 0 | 10 | -14 | -10 | 7 | -1 | 20
Cc1ccc(NC(=O)c2ccc(C)c(S(=O)(=O)N3CCCCC3)c2)nc1
  1 | 8 | -4 | 5 | 6 | -16 | 0 | 14 | 13
CSc1cccc(NP2(=O)OCC(C)([N+](=O)[O-])CO2)c1 (stereo not drawn)
  -3 | nt | nt | 20 | -2 | nt | -1 | nt | nt
COc1cccc(CNC(=O)CCC(=O)N2C[C@H]3C[C@H](C2)c2cccc(=O)n2C3)c1OC
  1 | -9 | -3 | 9 | -1 | -9 | -5 | 19 | -1
COC(=O)C1=C(c2cccc(C#N)c2)C[C@@H]2CC[C@H]1N2C(=O)N1CCCCC1
  3 | 8 | -5 | -2 | -5 | -3 | 0 | -2 | 13

Given bar-delimited: part of the list above
smiles | SENP1 FRET inh | SENP7 inh | SENP8 block-1 | SENP8 block-2 | PfG6PD inh | SENP6 inh | HKDC1 inh | NLRP3 yeast inh | Apaf-1 inh
CCCC1(CCO)C(=O)NC(=S)NC1=O | 3 | nt | nt | 16 | -25 | nt | 10 | nt | nt
CNC(=O)Nc1ccc(C(=O)N/N=C\C23CC[C@@H](O)CC2(O)CC[C@@H]2[C@@H]3CCC3(C)C(C4=CC(=O)OC4)CCC23O)cc1 (stereo partly drawn) | 1 | -4 | -7 | 19 | -12 | -20 | 7 | 12 | -25
CCOC(=O)[C@]12Cc3cc(OC)ccc3[C@H]1N(Cc1ccccc1)C(=O)c1cc(F)c(F)cc12 | -1 | nt | nt | 8 | 20 | nt | -1 | nt | nt
